# GASC-1 inh = human JMJD2C demethylase inhibition; GST-JMJD2C(1-420) H3K9me3 demethylation, DELFIA europium; inhibition, % at 2.35 µM; 330,000 tested, 0.069% active; AID 2099;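 active means more than half of a compound's replicate wells show inhibition beyond 50%, single wells judged on their own value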;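 further: signal counts dimethyl H3K9 product captured on neutravidin plate; 0% = median of DMSO wells and 100% = 0.3 times that DMSO median; strong numbers were not always called active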
# Target sequence (Q9H3R0 1-420 limits assumed): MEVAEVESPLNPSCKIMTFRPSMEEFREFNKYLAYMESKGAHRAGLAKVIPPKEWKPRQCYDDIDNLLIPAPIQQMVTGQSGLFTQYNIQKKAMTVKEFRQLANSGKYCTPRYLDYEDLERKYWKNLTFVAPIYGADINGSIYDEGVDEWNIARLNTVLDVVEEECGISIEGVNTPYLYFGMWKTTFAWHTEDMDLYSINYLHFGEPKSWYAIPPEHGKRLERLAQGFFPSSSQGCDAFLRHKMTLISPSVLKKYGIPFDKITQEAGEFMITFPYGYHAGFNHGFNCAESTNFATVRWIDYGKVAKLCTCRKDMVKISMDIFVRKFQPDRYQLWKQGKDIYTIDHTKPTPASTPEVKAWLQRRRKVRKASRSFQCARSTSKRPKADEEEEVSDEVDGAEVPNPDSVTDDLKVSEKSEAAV
# proCasp3 act = activators of human procaspase-3. P42574. recombinant procaspase-3 D3A, Ac-DEVD-pNA absorbance 405 nm. activation, % at 8.5 µM. 330,000 tested, 0.11% active. AID 463141;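 active means activation above the mean of all tested compounds plus 3 SD, cut at about 21% in these data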;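 further: 0% = DMSO alone and 100% = DMSO wells spiked with extra 5 µM PC-3 D3A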
# Target sequence (P42574 whole entry D9A/D28A/D175A): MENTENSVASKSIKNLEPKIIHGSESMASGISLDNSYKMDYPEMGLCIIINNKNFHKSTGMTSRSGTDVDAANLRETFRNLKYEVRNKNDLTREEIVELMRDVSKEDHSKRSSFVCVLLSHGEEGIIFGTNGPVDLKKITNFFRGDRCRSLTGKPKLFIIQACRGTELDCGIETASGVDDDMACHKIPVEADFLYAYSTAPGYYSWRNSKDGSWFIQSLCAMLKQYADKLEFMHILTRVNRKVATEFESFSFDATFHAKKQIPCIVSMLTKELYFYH
#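 assay system = Procaspase-3 D3A mutant | signal = absorbance at 405 nm, 0 and 120 min | times = 1 h preincubation plus 2 h reaction at 25 °C | repeats = single replicate | read-out = % activation between DMSO and enzyme-spiked controls | medium = Zinc-free HEPES saline buffer with Triton X-100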
# procasp7 counter = activates human procaspase-7, counter-screen for procaspase-3 activators | recombinant procaspase-7, Ac-DEVD-pNA absorbance 405 nm; D23A/D198A/D206A triple mutant, cannot self-cleave; scale: DMSO 0, 5 µM enzyme 100 | activation, % at 8.5 µM | 330,000 tested, 0.093% active | AID 463210;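 active means percent activation above the screen-wide mean plus 3 SD, cut at about 25% in these data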
#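 buffer or medium = Zinc-free HEPES/NaCl buffer, pH 7.4 | material = Procaspase-7 triple mutant (PC-7 D3A) | input = 2 µM procaspase-7 mutant as dispensed | signal = Epi-absorbance of released pNA at 405 nm, two timepoints | timing = 1 h preincubation, 2 h reaction | replicates = singlicate compound testing | evaluation = % activation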
# HCV core dimer = blocks dimerization of HCV core protein. TR-FRET GST/Flag-core106 dimerization, 1536-well. inhibition, % at 5 µM. 300,000 tested, 0.33% active. AID 1899;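 active means inhibition above the mean of all tested compounds plus 3 SD, set per screening campaign, cut at about 45% in these data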
#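 test system = GST/Flag-tagged HCV core106 proteins | probe or stimulus = Eu donor and XL665 acceptor anti-tag antibodies | times = compound-protein-antibody incubation 4 h at 22.5 °C | signal = TR-FRET, excitation 340 nm, emission 617 and 671 nm | measure = percent inhibition of core106 dimerization signal | controls = wells lacking GST-core106 and wells with excess unlabelled core106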
# PP5 primary = PP5 (human) phosphatase inhibition. purified PP5c, OMFP substrate fluorescence. inhibition, % at 6.7 µM. 320,000 tested, 0.18% active. AID 1987;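 active means inhibition above the campaign's mean inhibition across all tested compounds plus 3 SD, cut at about 9.5% in these data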;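 further: 0% = DMSO only and 100% = 100 µM cantharidin control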
# CTSL1 counter = blocks F. hepatica cathepsin L1 in PFM18AAP counter-screen; inhibition, % at 5.96 µM; recombinant F. hepatica cathepsin L1, Z-Leu-Arg-MCA fluorescence; 300,000 tested, 0.49% active;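 active means inhibition above the mean of all tested compounds plus 3 SD, set per screening campaign, cut at about 17% in these data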;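 further: 0% = plate median of test compound wells and 100% = 1 µM Z-Phe-Ala-diazomethylketone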
# PP1 inh = counter-screen for PP5 inhibitors: inhibitors of human PP1-alpha | P62136 | purified PP1alpha, OMFP fluorescence | inhibition, % at 6.7 µM | 320,000 tested, 0.9% active | AID 2235;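 active means inhibition above the mean inhibition of all tested compounds plus 3 SD, computed separately for each screening campaign, cut at about 15% in these data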
# Target sequence (P62136 whole entry, looked up): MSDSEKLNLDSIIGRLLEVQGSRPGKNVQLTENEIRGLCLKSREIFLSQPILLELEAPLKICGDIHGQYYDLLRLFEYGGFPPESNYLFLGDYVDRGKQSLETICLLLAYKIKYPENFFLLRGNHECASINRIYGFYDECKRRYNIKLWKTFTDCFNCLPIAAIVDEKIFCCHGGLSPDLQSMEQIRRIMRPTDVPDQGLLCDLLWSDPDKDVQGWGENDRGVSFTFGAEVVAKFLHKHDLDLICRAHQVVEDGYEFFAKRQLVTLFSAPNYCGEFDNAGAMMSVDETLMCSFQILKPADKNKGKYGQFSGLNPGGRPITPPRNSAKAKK
# TPT1 inh = C. albicans TPT1 enzyme inhibition; recombinant caTPT1, FP RNA substrate dephosphorylation; inhibition, % at 5 µM; 300,000 tested, 0.81% active;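 active means inhibition above the mean of all tested compounds plus 3 SD, set per screening campaign, cut at about 24% in these data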;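 further: plate controls were DMSO alone for no effect and ferristatin control at 100 nM for full effect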
# Efflux pump inh = inhibitors of Candida antifungal efflux pumps expressed in yeast; S. cerevisiae Candida pump triplex, Nile Red efflux; inhibition, % at 10 µM; 330,000 tested, 0.44% active; AID 485275;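 active means plate passing quality check with inhibition over a set limit, or well fluorescence over plate mean plus 4 SD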;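 further: Nile Red retained in pooled yeast measured as flow cytometry median fluorescence; 0% = buffer negative control and 100% = Enniatin B positive control; higher means more Nile Red kept so more efflux inhibition; some compounds called inactive have numbers as strong as hits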
# Starred values were filed as active, the others as inactive; . = no result given. Not a hit list, and some 2.9% of all compounds hit somewhere here.
Compound,procasp7 counter,proCasp3 act,CTSL1 counter,Efflux pump inh,PP1 inh,HCV core dimer,TPT1 inh,PP5 primary,GASC-1 inh
CC(C)C(=O)N1CCN(c2ccccc2NC(=O)c2ccc(C#N)cc2F)CC1,9,6,2,0.2,-1,0,-3,-0.5,49
Cc1ccc(N2C(=O)C(CC(=O)Nc3cccc(F)c3)N(CCc3ccncc3)C2=O)cc1 (stereo unspecified),5,3,1,0.0,-1,-1,3,-2.4,-8
Oc1cc(O)c2c(c1)OC(c1ccc(O)c(O)c1)C(O)C2 (stereo unspecified),-4,2,3,0.0,-1,-1,-4,-1.4,.
CCC(=NCCN1CCNCC1)C1=C(O)CC(C)(C)CC1=O,-7,-2,0,0.0,-3,2,2,-0.5,-9
N#Cc1nc(-c2ccccc2F)oc1N1CCCC1,-9,1,2,0.0,1,1,-2,0.6,5
O=C(CCc1nc(-c2ccccc2Cl)no1)NC1CCCC1,3,4,3,3.0,-14,-10,2,1.7,23
CCCc1[nH]nc2c1C(c1cccc(OC(=O)c3ccco3)c1)C(C#N)=C(N)O2 (stereo unspecified),9,21*,-42,-0.1,0,3,0,3.8,6
COc1ccc(NC(=O)c2cc3c(=O)n4ccccc4nc3n2C)cc1OC,5,1,4,0.0,-3,2,0,-0.1,-5
O=c1c2ccccc2nnn1Cc1ccc(F)cc1,-4,5,2,0.0,-2,1,2,-1.2,-1
COC(=O)Cn1cc(/C=C(/C#N)C(=O)N2CCOCC2)c2ccccc21,1,-7,1,-0.1,-2,-1,0,-2.1,8
CN(CC(=O)c1c(N)n(C)c(=O)n(C)c1=O)c1ccccc1,7,-4,-4,0.0,11,-2,1,1.7,-25
CC1CCN(CC(=O)Nc2ccccc2C#N)CC1,4,5,3,-0.1,-2,-3,-3,-0.7,6
O=C(c1ccc(Br)o1)N1CCN(C/C=C/c2ccccc2)CC1,-3,-2,-2,0.0,-1,0,-4,-4.2,-2
COc1ccc(C(=O)NCCNc2nc3c(C)cccc3cc2C#N)cc1OC,1,-8,3,-0.1,3,6,0,-1.3,-23
O=C1c2ccccc2C(=O)N1Cc1ccc2c(c1)OCO2,4,-7,-2,-0.2,-2,0,1,-3.4,-17
O=C(NNC(=O)C12CC3CC(CC(C3)C1)C2)c1ccccc1O,9,3,.,-0.1,1,.,.,1.0,7
O=C1c2ccccc2C(=O)N1CCCCSc1nnc(-c2ccc(OC(F)F)cc2)o1,8,4,-1,0.0,-2,10,-3,0.9,1
Cc1ccccc1NC(=O)c1cccnc1,7,-2,2,0.2,-3,-6,0,2.1,35
Cc1ccc(Cn2nc(-c3ccccc3)nc2-c2ccccc2)cc1,4,-3,2,0.0,-2,-3,2,5.2,7
O=[N+]([O-])c1cccc(CSc2nnc3ccccn23)c1,11,1,-1,0.0,5,-4,0,-1.3,-4
COc1ccc(/C=N/n2c(C)nc3sc(C)c(C)c3c2=O)cc1OC,-2,3,3,0.2,-4,-1,-1,-0.9,-11
CN(CC(=O)Nc1cccc(F)c1)C(=O)c1cccc2ccccc12,4,5,.,-0.3,0,.,.,2.1,4
CC(=O)Oc1ccc2cc(-c3ccccc3)c(=O)oc2c1,13,-31,-14,0.0,-1,-2,-1,-1.9,1
COc1ccc(CCN(C)CCC(=O)Nc2cc(C)ccc2C)cc1OC,-11,4,3,-0.2,-12,-13,3,-8.7,106
COc1cc(Cl)c(C)cc1NC(=O)COc1cc(C)nc(C(C)C)n1,2,8,0,-0.1,3,-6,-2,2.1,-9
COc1ccccc1N1CCN(S(=O)(=O)c2cnc[nH]2)CC1,1,0,-1,0.0,-2,2,3,-2.2,-15
Cc1cc(C(=O)COC(=O)c2nc3nccc(C)n3n2)c(C)n1CC1CCCO1 (stereo unspecified),-2,0,0,0.0,-1,6,6,0.4,8
CSc1nnc(-c2cc3c(s2)-c2ccccc2CC3)o1,33*,-28,7,0.0,3,-5,-6,0.0,-17
O=S(=O)(Cc1ccccc1Cl)N1CCCC1,8,8,-2,-0.1,-2,-4,-4,0.8,6
Cc1ccc(S(=O)(=O)NC(C)C(c2cccs2)N2CCOCC2)cc1 (stereo unspecified),-3,1,-1,-0.1,-3,-5,-2,1.6,-1
Cc1cc2c(cc1C)/C(=C\C(N)=O)NC(C)(C)C2,2,8,0,0.0,0,0,0,-3.3,-15
COc1cc(CN2CCCC(CO)(Cc3ccccc3F)C2)ccc1O (stereo unspecified),0,-3,-2,-0.1,-3,3,-2,2.1,-18
COc1ccc(C(=O)NC(=S)Nc2ccccc2N2CCOCC2)cc1Br,-6,-3,0,0.0,3,5,4,3.9,-3
Cc1ccc(C(=O)N2N=C(c3ccc(Br)cc3)CC2c2ccccc2O)cc1 (stereo unspecified),3,-2,-1,-0.1,2,-36,-2,4.6,-3
Cc1ccc(OC(=O)CN2C(=O)c3ccccc3C2=O)cc1C,2,4,3,0.2,-2,2,0,-0.1,5
COc1ccc(C)cc1NC(=O)CSc1nc2scc(C)c2c(=O)[nH]1,4,-1,3,-2.8,6,8,3,-1.2,-11
CC(=O)NC1=NN(C(C)=O)C(C)(CS(=O)(=O)c2ccc(C)c(C)c2)S1 (stereo unspecified),-9,6,6,0.1,-2,0,4,3.3,1
O=C(NCc1ccco1)c1cc(S(=O)(=O)N2CCOCC2)ccc1Cl,3,2,-3,-0.1,-1,-10,-2,2.6,0
CC(=O)N(C)c1nc(-c2ccc(Cl)cc2)cs1,9,-1,-1,0.0,2,-1,-2,-1.1,3
COc1ccc(-c2cc(C(=O)N3CCN(c4ccccc4)CC3)no2)cc1,4,-3,3,-0.1,2,8,-2,3.3,-1
O=C(NCc1ccccc1)c1ccc(COCC(F)(F)F)o1,7,-7,1,0.1,1,1,0,0.6,-4
COc1ccc([N+](=O)[O-])cc1N(CC(=O)N1CCCCC1)S(C)(=O)=O,4,3,2,-0.1,-1,-1,1,2.8,9
COCCCn1c(=N)c(C(=O)NC2CCCCC2)cc2c(=O)n3ccccc3nc21,-20,-18,-3,0.1,-5,1,-7,-0.8,-7
COCCn1c(C)cc(/C=N/NC(=O)c2cccnc2)c1C,0,-2,4,0.1,-4,-1,-2,2.2,-5
NC(=O)NCCC1=CCCCC1,6,0,-2,0.1,1,-3,-3,2.4,-1
Cc1cc2nc(C3CCN(CC4COc5ccccc5O4)CC3)[nH]c2cc1C (stereo unspecified),7,6,2,-0.1,1,-4,-2,1.4,-2
O=C(Nc1cc(C(F)(F)F)ccc1Cl)C(=O)N1CCCCC1,11,10,-3,0.0,-3,-2,-1,1.8,-5
CN(CCOc1ccc(Cl)cc1)C(=O)c1ccccc1SCC(=O)N1CCCC1,4,-3,.,0.1,-2,.,.,3.2,3
CN(CC(=O)Nc1ccc(C(N)=O)cc1)CC(=O)Nc1ccccc1Br,-5,-1,2,0.4,-3,-2,0,2.6,-4
NNC(=O)c1cnn(Cc2ccccc2)c1N,7,-1,-2,0.1,9,-2,0,5.2,-9
O=C1C(Cc2ccccc2)Nc2ncnc(N3CCc4ccccc4C3)c2N1Cc1ccc(Cl)cc1 (stereo unspecified),-1,-1,-1,.,24*,25,5,3.7,3
CCOc1ccc(-c2cnc3n2CCCCC3)cc1,6,-4,-3,-0.1,-1,3,-1,-1.4,15
COc1ccc(NS(=O)(=O)c2cccc(C(=O)N3CCCCCC3)c2)cc1,-5,-1,-15,0.1,-5,1,-1,-1.4,4
CC(C)c1nccn1S(=O)(=O)c1cc(Cl)ccc1Cl,0,13,-2,-0.2,-2,-1,-1,0.7,-3
Cc1ccc(CN2CCN(Cc3ccc(O)cc3)CC2CCO)o1 (stereo unspecified),-8,6,2,0.0,-6,-7,-1,-0.2,-7
Cn1cccc1Cc1nnc(SCC(=O)Nc2ccc(F)cc2F)n1-c1ccc(F)cc1,2,-3,-1,-0.1,-2,2,-1,1.1,3
Cc1ccc(SCC(=O)Nc2cccc(-c3nnc(-c4ccco4)o3)c2)cc1,0,-3,4,0.1,-1,11,2,3.1,-18
COc1cc(-c2cc[n+](C)cc2)ccc1O,-4,-3,6,0.0,2,-1,-1,1.0,-12
CSc1nc(-c2ccccc2)nc(N)c1C(C)=O,2,6,4,0.0,2,-1,-1,1.6,-2
Cc1nn(C)cc1CNC(=O)c1cc2n(n1)C(C(F)(F)F)CC(c1cccs1)N2 (stereo unspecified),5,2,-5,0.0,-4,0,-3,2.5,2

# Other compounds follow:
Compound,procasp7 counter,proCasp3 act,CTSL1 counter,Efflux pump inh,PP1 inh,HCV core dimer,TPT1 inh,PP5 primary,GASC-1 inh
Cc1cc(C(F)F)n2nc(C(=O)NCc3ccccc3F)nc2n1,2,-6,2,0.0,-1,-1,-2,-0.1,-2
COc1ccc(OC)c(C2C(C(=O)c3cccs3)=C(O)C(=O)N2CCN(C)C)c1 (stereo unspecified),-11,-5,-4,-0.1,-2,-4,0,1.2,-1
CCCCCn1c(=O)[nH]c2cc(C(=O)N3CCN(C(=O)OCC)CC3)ccc2c1=O,1,3,1,0.0,-1,4,-2,0.3,22
CNC[C@H]1Oc2ccc(NC(=O)Cc3cn(C)c4ccccc34)cc2CC(=O)N([C@@H](C)CO)C[C@H]1C,5,3,.,-0.3,.,.,.,.,0
O=C(Nc1cccnc1)c1coc(=O)c2ccccc12,-14,-14,3,-0.1,0,3,-2,2.8,-1
CCCCC(=O)Nc1ccc2oc(-c3cccnc3)nc2c1,-9,1,-1,-0.2,-4,1,-3,0.0,.
CCc1nnc(NC(=O)c2cc(C)oc2C)s1,-4,7,0,-0.1,0,1,-3,0.7,-49
O=Cc1cn(CC(=O)Nc2ccc3c(c2)OCO3)c2ccccc12,-2,4,-1,1.1*,-1,-1,0,3.6,4
C[C@H]([C@@H](N)C(=O)N[C@@H](C(=O)O)[C@@H]1O[C@H](n2ccc(=O)[nH]c2=O)[C@@H](O)[C@H]1O)[C@@H](O)c1ccc(O)cn1,-10,8,3,0.0,-3,-5,0,-1.2,3
CCCCn1c(N)c(N(CCC(C)C)C(=O)c2ccc3c(c2)OCO3)c(=O)[nH]c1=O,0,9,-1,0.0,-3,1,2,-2.0,4
CCCCC1=CC2=C(c3ccco3)C(=O)C(C)(OC(=O)c3ccc(OC)cc3)C(=O)C2=CN1Cc1ccc2c(c1)OCO2 (stereo unspecified),-8,5,1,-0.1,24*,55*,3,1.6,7
